Bioassay records from PubChem BioAssay.
HIF act: HIF pathway transcriptional activation. 300,000 compounds, 0.32% hits. U2OS HRE-luciferase reporter, luminescence; normalized: DMSO 0%, desferrioxamine 100%. activation, % at 7.5 µM (by protocol). AID 1910;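 active = mean activation of at least 10% of the iron chelator positive control signal, with at least half of replicates also reaching 10%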
IEC-6 cytotox: IEC-6 cytotoxicity, counter-screen for KLF5 inhibitors; luminescence viability; inhibition, % at 5 µM; 290,000 compounds, 0.78% hits; in the data active = inhibition above about 22%;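 also: 0% = plate median of test compound wells and 100% = cytotoxic reference compound wells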
KLF5 inh: inhibitors of KLF5 expression. DLD-1 KLF5 promoter-luciferase reporter, luminescence. inhibition, % at 5 µM. 290,000 compounds, 0.23% hits. AID 1700;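 active = inhibition above a per-plate limit of that plate's mean compound inhibition plus 3 SD, cut at about 60% in these data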;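 also: 0% = DMSO wells and 100% = LY294002 at 200 µM; higher means less KLF5 promoter-driven luciferase light; inactives centre near -14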
GSK3B inh: inhibitors of human GSK3beta kinase; GST-GSK3beta kinase, ADP-Glo luminescence, 60 min; active compounds read low; 300,000 compounds, 0.038% hits; P49841; activity score (negative = inhibition), % at 10 µM;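 active = more than half of replicate wells score below -50%, meaning over 50% inhibition versus plate controls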;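 also: 0% = median DMSO wells and -100% = median GW8510 positive control wells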
Target sequence (P49841 whole entry, looked up): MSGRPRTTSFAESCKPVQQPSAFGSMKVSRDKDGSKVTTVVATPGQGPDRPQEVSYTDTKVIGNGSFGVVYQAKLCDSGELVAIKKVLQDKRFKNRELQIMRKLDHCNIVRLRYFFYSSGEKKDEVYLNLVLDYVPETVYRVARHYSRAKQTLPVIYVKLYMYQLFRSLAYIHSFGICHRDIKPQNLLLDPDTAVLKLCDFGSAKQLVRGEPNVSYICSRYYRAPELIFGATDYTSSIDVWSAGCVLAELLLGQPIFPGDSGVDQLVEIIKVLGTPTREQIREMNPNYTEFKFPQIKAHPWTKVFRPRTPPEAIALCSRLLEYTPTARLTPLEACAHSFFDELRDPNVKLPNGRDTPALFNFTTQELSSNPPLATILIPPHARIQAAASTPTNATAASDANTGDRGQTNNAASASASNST
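Test system: GST-fused GSK3beta enzyme, cell-free | Quantity: 1.6 ng GST-GSK3beta enzyme per well | Reagent: 25 µM ATP with peptide substrate | Schedule: 60 min enzyme reaction, room temperature | Signal: Luminescent ADP-Glo measurement of ADP formed | Read-out basis: Score relative to plate controls | Control set: DMSO and 20 µM GW8510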
HSP90 refold inh: HSP90 refolding inhibition in rabbit reticulocyte lysate. luciferase refolding luminescence, 3 h. inhibition, % at 5.6 µM. 290,000 compounds, 0.91% hits;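 active = inhibition above the screen-wide mean plus 3 SD, computed separately per campaign, cut at about 16% in these data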;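 also: 0% = DMSO wells and 100% = 60 µM geldanamycin wells; inhibitors lower the luminescence because luciferase stays unfolded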
HSF1 activator: increases HSF-1 driven luciferase reporter signal. NIH3T3-HGL HSF-1 luciferase reporter, MG132, 8 h; 100% = twice DMSO control signal. activation, % at 9 µM. 300,000 compounds, 1.7% hits;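 active = mean replicate activation of at least 50% with a set share of replicates each reaching 50%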;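 also: 0% = median of the neutral control wells and 100% = twice that signal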
HSF1 inhib: HSF1 inhibition; NIH3T3-HGL HSE-luciferase, MG132-induced, luminescence 8 h; active compounds read low; activity change, negative = inhibition, % at 7.5 µM (by protocol); 300,000 compounds, 0.77% hits; AID 2098;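 active = more than half of replicate wells show activity change below -50%, luminescence cut by over half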;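 also: luciferase reports HSF-1 transcriptional activity via heat shock element; 0% = median of DMSO wells and -100% = zero luminescence signal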
GSK3A inh: blocks human GSK-3 alpha kinase; P49840; ADP-Glo luminescence, 60 min; inhibition, % at 10 µM; 320,000 compounds, 0.1% hits; AID 2650;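 in the data active = inhibition above about 50%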;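 also: GST-tagged GSK-3 alpha with peptide substrate and 25 µM ATP; 0% = DMSO neutral wells and 100% = GW8510 positive control wells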
Target sequence (P49840 whole entry, looked up): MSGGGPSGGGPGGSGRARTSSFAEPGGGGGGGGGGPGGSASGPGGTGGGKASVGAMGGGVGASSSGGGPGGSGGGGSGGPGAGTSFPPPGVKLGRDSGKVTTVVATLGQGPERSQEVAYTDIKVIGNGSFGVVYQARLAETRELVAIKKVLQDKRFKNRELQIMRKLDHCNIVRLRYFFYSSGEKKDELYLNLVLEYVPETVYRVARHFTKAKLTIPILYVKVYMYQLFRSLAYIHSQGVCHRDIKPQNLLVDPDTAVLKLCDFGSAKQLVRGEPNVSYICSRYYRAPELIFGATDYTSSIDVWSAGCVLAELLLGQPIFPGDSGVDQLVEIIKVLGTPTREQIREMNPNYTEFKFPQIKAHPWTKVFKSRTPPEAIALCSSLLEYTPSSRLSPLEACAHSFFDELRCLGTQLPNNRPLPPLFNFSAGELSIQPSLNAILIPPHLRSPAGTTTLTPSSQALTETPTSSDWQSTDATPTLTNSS
AI-2 QS mod: modulates the Vibrio harveyi AI-2 quorum sensing system; Vibrio harveyi JMH597 AI-2 luminescence/OD600 ratio, 9 h; active compounds read low; strain lacks LuxN and CqsS sensors; 0 = neutral-control median; 300,000 compounds, 0.4% hits; activity change, % at 7.5 µM; in the data active = activity change below about -75%, passing the limit was not always enough;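 also: luminescence divided by OD600 gain over 9 h not by final OD600 alone; inactives centre near 13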
aSyn UTR inh: MLPCN primary screen, SNCA 5' untranslated region. 300,000 compounds, 0.82% hits. alpha-synuclein 5'UTR reporter, inhibitor activity. inhibition, % (tested at 7.5 µM); in the data active = inhibition above about 60%;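 also: H4 neuroglioblastoma cells stably carrying SNCA 5'UTR luciferase fusion; 0% = DMSO wells and 100% = positive control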
Starred values were filed as active, the others as inactive; x = not tested or not shown.

entry	structure	HIF act	IEC-6 cytotox	KLF5 inh	GSK3B inh	HSP90 refold inh
1	CCN(CC)C(=O)Oc1cc(=O)n2c3c(cccc13)CCC2	x	1	2	2	-3
2	COc1ccc(N2CCN(C3CCCN(Cc4ccc(F)cc4)C3)CC2)cc1 (stereo unspecified)	-1.2	0	-69	0	0
3	COc1ccc(-n2cc(-c3ccc(OC(F)F)cc3)[n+]3c2CCCCC3)cc1	-0.2	10	6	-1	4
4	CC(C)C1S/C(=N/N=C/c2ccco2)NC1=O (stereo unspecified)	-0.4	-2	3	1	-1
5	CCOc1ccc(N=C2NC(=O)S/C2=C\c2ccc(O)cc2)cc1	0.1	-4	-30	1	4
6	O=[N+]([O-])c1ccccc1S(=O)(=O)NC1CCCCCCC1	0.2	-7	-42	x	5
7	COc1ccc2[nH]c(=O)c(CN(C)C(=O)c3cccs3)cc2c1	0.1	2	-21	4	-2
8	CC1CN(CCCCOc2ccc3ccccc3c2)CC(C)O1 (stereo unspecified)	0.2	0	-3	3	0
9	O=C(Cc1ccccc1)NCCS(=O)(=O)N1CCN(c2ccccc2)CC1	-0.3	x	x	4	x
10	CCc1cc(-c2n[nH]c(=S)n2C(C)c2ccccc2)cs1 (stereo unspecified)	-0.3	2	-10	-7	4

entry	HSF1 activator	HSF1 inhib	GSK3A inh	AI-2 QS mod	aSyn UTR inh
1	8	3	x	19	-6
2	-44	-28	0	18	-4
3	-1	-7	3	2	15
4	1	3	0	-31	-2
5	26	9	x	28	-17
6	-10	6	-1	x	-17
7	22	4	2	21	-18
8	4	-8	-2	-2	5
9	-5	1	0	26	11
10	3	3	2	-5	8

Only HSP90 refold inh, aSyn UTR inh and GSK3B inh, for two of the compounds above:
No.	structure	HSP90 refold inh	aSyn UTR inh	GSK3B inh
4	CC(C)C1S/C(=N/N=C/c2ccco2)NC1=O (stereo unspecified)	-1	-2	1
10	CCc1cc(-c2n[nH]c(=S)n2C(C)c2ccccc2)cs1 (stereo unspecified)	4	8	-7

More entries
entry	structure	HIF act	IEC-6 cytotox	KLF5 inh	GSK3B inh	HSP90 refold inh
11	O=C(N/N=C/c1cccc(Br)c1)c1ccc(Br)cc1	0.2	-3	-66	-1	-10
12	CC(=O)c1ccc(NC(=O)c2cc(CC(C)C)nc3ccccc23)cc1	0.3	6	-61	2	2
13	C=CCN1C(=O)CS/C1=N/c1nccs1	0.1	6	-7	0	0
14	CCN(Cc1ccncc1)C(=O)CCc1nnc(CCc2ccccc2OC)o1	0.3	0	-5	0	0
15	C#CCNC(=O)c1cccn1-c1ncc(C(F)(F)F)cc1Cl	0.1	3	11	-3	4
16	O=C(NNC(=O)c1cccnc1SCc1cccc([N+](=O)[O-])c1)c1ccccn1	30*	5	18	-1	-1
17	COc1ccccc1N1C(=O)C2C(C(=O)c3ccccc3)=NN(c3ccccc3OC)C2C1=O (stereo unspecified)	0.0	-4	-30	-3	-1
18	O=C(CSc1nccc(-c2cccs2)n1)Nc1ccccc1	-0.2	2	-19	0	2
19	CCC1=NN(C(=O)Cc2ccc(OC)cc2)C(O)(C(F)(F)F)C1 (stereo unspecified)	-0.2	-1	-5	3	-4
20	CN(C)CCNc1nc2c(c(=O)[nH]c(=O)n2C)n1CC(O)COc1ccc(Cl)cc1 (stereo unspecified)	0.1	-4	12	-3	2

entry	HSF1 activator	HSF1 inhib	GSK3A inh	AI-2 QS mod	aSyn UTR inh
11	x	x	-7	-28	-43
12	-8	-16	-2	3	32
13	-8	-5	-2	17	24
14	3	-3	-2	9	-1
15	6	4	-2	-2	15
16	-34	-33	1	5	103*
17	-8	-3	1	x	-19
18	2	-4	0	-1	1
19	8	1	-3	20	5
20	6	0	6	-8	18

The results go on:
entry	structure	HIF act	IEC-6 cytotox	KLF5 inh	GSK3B inh	HSP90 refold inh
21	COc1ccc(NC(=O)Cn2c(=O)oc3ccccc32)cc1	-0.1	-2	-12	-1	2
22	COc1ccccc1-n1c(=O)oc2ccc(Cl)cc2c1=O	x	-1	-84	x	0
23	O=C(Nc1ccccc1)c1ccc(S(=O)(=O)NCC2CCCO2)cc1 (stereo unspecified)	0.2	5	6	-4	2
24	CN1CCN(C(=O)CN(Cc2ccc(Cl)cc2)S(C)(=O)=O)CC1	x	-4	-24	x	1
25	NNc1nc2c(-c3cccc(C(F)(F)F)c3)nnn2c2ccccc12	4.2	9	-39	-10	12
26	CCCOC(=O)c1c(NC(=O)CCCn2nc([N+](=O)[O-])c(Cl)c2C)sc(C(=O)OC)c1C	0.2	-1	-9	-1	2
27	CCOC(=O)c1sc(NC(=O)CSc2nc(O)c(Cc3ccccc3)c(=O)[nH]2)nc1C	-0.2	0	-14	2	1
28	CC(=O)c1ccc(N2CCN(C(=O)Cc3cccs3)CC2)cc1	0.3	-1	-14	2	2
29	Cc1cc(=O)oc2cc(NC(=O)c3ccccc3OC(F)F)ccc12	2.1	12	-88	1	5
30	CC(C)(C)c1ccc(OCC(=O)Nc2ccc(C(=O)Nc3ccccc3C(=O)O)cc2)cc1	0.0	2	-30	1	-1

entry	HSF1 activator	HSF1 inhib	GSK3A inh	AI-2 QS mod	aSyn UTR inh
21	-2	-7	-2	6	-2
22	x	x	-1	x	x
23	18	7	-1	-1	-15
24	x	x	0	x	x
25	17	1	-1	-5	-71
26	0	-4	11	13	10
27	16	-1	7	15	0
28	-1	-5	-3	22	-20
29	50	21	-3	16	-114
30	8	9	-1	-6	-5

The listing continues:
entry	structure	HIF act	IEC-6 cytotox	KLF5 inh	GSK3B inh	HSP90 refold inh
31	O=C(CCC1COc2ccccc2O1)NC1CCCCC1 (stereo unspecified)	0.3	1	-46	0	4
32	COc1ccc(OC)c(Nc2nc3nonc3nc2N2CCCC(C)C2)c1 (stereo unspecified)	-0.2	5	-19	5	2
33	COc1cccc(NC(=O)C2CCN(C(=O)[C@@H]3Cc4ccccc4CN3C(=O)OC(C)(C)C)CC2)c1	0.6	3	-22	-2	2
34	O=C(CSc1nnc(-c2ccccc2)c(-c2ccccc2)n1)NCc1ccco1	0.3	-2	-27	0	3
35	COC(=O)CSc1cc(C)nc2ccc(OC)cc12	-0.3	-5	-18	x	0
36	CC(C)Cc1ccc(S(=O)(=O)N2CCOCC2)cc1	-0.1	-8	-26	3	-1
37	C=CCNc1c2c(nc3nnnn13)CCCC2	-0.1	-2	-7	2	2
38	CN(C)S(=O)(=O)c1ccc(C(=O)Nc2nc3ccccc3[nH]2)cc1	4.5	1	-50	4	-4
39	CCCc1ccc(Oc2cn[nH]c2-c2ccc(O)c(C)c2O)cc1	-0.2	0	-8	1	-3
40	CCSC1=NC(C)(C)C=C(C)N1	-0.5	3	5	1	-1

entry	HSF1 activator	HSF1 inhib	GSK3A inh	AI-2 QS mod	aSyn UTR inh
31	26	8	-4	18	19
32	12	4	-6	17	1
33	-3	4	-2	4	-4
34	25	2	-2	1	-15
35	-4	5	2	x	8
36	-15	-13	-3	16	-15
37	-3	-2	x	41	4
38	30	21	-2	-11	-109
39	14	9	-1	-94*	-12
40	2	-3	0	16	1

Later entries:
entry	structure	HIF act	IEC-6 cytotox	KLF5 inh	GSK3B inh	HSP90 refold inh
41	C=CCN(CC=C)C(=S)NC(=O)c1ccc(C)c(Br)c1	1.6	-3	-40	-2	-2
42	CCC(c1nnnn1Cc1ccco1)N1CCN(c2cc(Cl)ccc2C)CC1 (stereo unspecified)	0.9	6	8	0	3
43	Cc1cc(C(=O)NC(=S)Nc2ccccc2N2CCCC2)ccc1[N+](=O)[O-]	0.0	-2	-4	2	-2
44	COc1ccc(-c2nnc(SCC(C)C)o2)cc1	0.7	-6	-195	5	4
45	CC1Sc2ccc(C(=O)O)cc2NC1=O (stereo unspecified)	-0.1	6	-17	2	2
46	O=C(O)/C=C/c1ccc2noc(-c3ccccc3)c2c1	0.3	-3	-9	-1	0
47	O=C(NC(=S)Nc1ccc(Cc2ccncc2)cc1)c1ccc(F)cc1	1.2	-3	-7	-3	-4
48	CC(C)(C)c1ccc(CS(=O)(=O)CC(O)CN2CCCC2=O)cc1 (stereo unspecified)	0.4	-4	-29	1	-2
49	COc1ccc(C2CC(c3ccccc3)=NN2C(=O)c2cccs2)cc1 (stereo unspecified)	2.6	0	-47	2	-4
50	N#CC1=C(N)OC2=C(CN(Cc3ccccc3)C/C2=C\c2cccnc2)C1c1cccnc1 (stereo unspecified)	-0.4	-3	-15	3	1

entry	HSF1 activator	HSF1 inhib	GSK3A inh	AI-2 QS mod	aSyn UTR inh
41	-30	-9	-3	35	-31
42	-2	-4	1	22	33
43	11	-4	-1	32	-41
44	26	7	2	5	-102
45	3	-3	-2	15	12
46	-3	-6	5	6	-13
47	-3	-2	-1	5	15
48	-45	-30	0	14	13
49	71*	51	-5	13	-92
50	27	7	x	3	-1

Single records, from the list above. Values in the order: HIF act | IEC-6 cytotox | KLF5 inh | GSK3B inh | HSP90 refold inh | HSF1 activator | HSF1 inhib | GSK3A inh | AI-2 QS mod | aSyn UTR inh
Shown for O=C(NC(=S)Nc1ccc(Cc2ccncc2)cc1)c1ccc(F)cc1 = 1.2 | -3 | -7 | -3 | -4 | -3 | -2 | -1 | 5 | 15
Shown for CCC(c1nnnn1Cc1ccco1)N1CCN(c2cc(Cl)ccc2C)CC1 (stereo unspecified) = 0.9 | 6 | 8 | 0 | 3 | -2 | -4 | 1 | 22 | 33
Shown for C=CCN(CC=C)C(=S)NC(=O)c1ccc(C)c(Br)c1 = 1.6 | -3 | -40 | -2 | -2 | -30 | -9 | -3 | 35 | -31
Shown for COc1ccc(-c2nnc(SCC(C)C)o2)cc1 = 0.7 | -6 | -195 | 5 | 4 | 26 | 7 | 2 | 5 | -102
Shown for O=C(O)/C=C/c1ccc2noc(-c3ccccc3)c2c1 = 0.3 | -3 | -9 | -1 | 0 | -3 | -6 | 5 | 6 | -13

Continued.
entry	structure	HIF act	IEC-6 cytotox	KLF5 inh	GSK3B inh	HSP90 refold inh
51	CCCCOc1ccc(N2C(=O)CC(N(O)c3ccccc3)C2=O)cc1 (stereo unspecified)	1.9	-5	-4	2	3
52	Cc1c(NC(=O)/C=C/c2cn(-c3ccccc3)nc2-c2ccc(F)cc2)c(=O)n(-c2ccccc2)n1C	0.0	x	x	1	x
53	Cc1cc(CC(C)C)n(-c2nc3ccccc3c(=O)n2OCC(N)=O)n1	0.9	9	0	0	5
54	CCOC(=O)c1[nH]c(C)c(C(=O)Nc2ccccc2C)c1C	0.3	56*	47	1	-6
55	Cc1ccn2c(NC(=O)c3cccs3)c(-c3ccccc3)nc2c1	-0.3	-1	9	-3	-1
56	COc1ccc2cc3c(N)c(C(=O)NCc4ccco4)sc3nc2c1	2.8	2	-27	3	4
57	CCC(=O)Nc1nc2ccccc2n1Cc1ccccc1	0.0	11	0	-2	4

entry	HSF1 activator	HSF1 inhib	GSK3A inh	AI-2 QS mod	aSyn UTR inh
51	107*	55	-1	-1	-85
52	5	4	x	25	28
53	-45	-32	-2	27	-38
54	-9	-9	0	12	-27
55	8	0	1	13	-20
56	47	39	-1	5	-192
57	25	13	0	8	19
